Mito fusion yeast – qHTS Assay for Small Molecule Inhibitors of Mitochondrial Division or Activators of Mitochondrial Fusion; S. cerevisiae fusion-defective mutant growth rescue, CellTiterGlo 48 h; Potency, µM (highest dose often 46.1 µM), inactives show top-dose growth rescue (activation), usual class: activators; hit rate 0.23% among 320,000; AID 485298, 2010;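 note: potency is the fitted concentration of half-maximal effect; % of control where 0% means no effect; nearly all actives have a fitted effect of over 45% in size; temperature-sensitive fusion mutants such as fzo1-1 at 37 °C on non-fermentable ethanol glycerol medium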
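Yeast fusion mutant, YPEG (non-fermentable carbon), compound, 48 h at 37C non-permissive; CellTiterGlo added, 10 min RT, luminescence read. Rescued growth = division inhibition.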
Eya2 inh – qHTS Assay for Inhibitors of the Phosphatase Activity of Eya2. Potency, µM (series often up to 76.9 µM), without a hit: at the top dose activity, negative = inhibition, hits mostly inhibitors. hit rate 0.006% among 330,000. Protein phosphatase EYA2 (Homo sapiens), O00167. recombinant Eya2, OMFP fluorescence dephosphorylation (OMFP is methylfluorescein phosphate); note: potency is the fitted concentration of half-maximal effect; % is set by controls: 0 for no effect and ±100 for the full control effect
Target sequence (O00167 whole entry, looked up): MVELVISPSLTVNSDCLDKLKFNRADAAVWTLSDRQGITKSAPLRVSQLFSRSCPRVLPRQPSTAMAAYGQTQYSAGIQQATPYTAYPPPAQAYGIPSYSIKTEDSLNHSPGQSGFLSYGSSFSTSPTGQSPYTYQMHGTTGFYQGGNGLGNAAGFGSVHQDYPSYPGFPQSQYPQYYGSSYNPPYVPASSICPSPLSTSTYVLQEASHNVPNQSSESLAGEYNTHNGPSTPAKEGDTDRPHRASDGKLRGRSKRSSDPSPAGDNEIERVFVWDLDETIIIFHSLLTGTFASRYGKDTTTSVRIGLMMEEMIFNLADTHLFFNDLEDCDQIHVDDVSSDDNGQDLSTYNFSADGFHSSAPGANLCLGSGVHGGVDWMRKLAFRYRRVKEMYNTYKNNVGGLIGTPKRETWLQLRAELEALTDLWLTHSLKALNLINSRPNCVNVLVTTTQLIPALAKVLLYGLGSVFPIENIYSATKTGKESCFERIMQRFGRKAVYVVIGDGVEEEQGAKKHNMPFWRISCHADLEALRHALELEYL
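Eya2 protein (added as 0.2 uM solution) was preincubated with compound for 10 min at ambient temperature in 50 mM HEPES pH 7.5, 50 mM NaCl, 5 uM MgCl2, 0.05% BSA, 1 mM DTT. OMFP (added at 50 uM) then reacted 10 min; fluorescence read at 485/525 nm.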
KCNH2 WT inh – qHTS for Inhibitors of KCHN2 3.1: Wildtype qHTS. Voltage-gated inwardly rectifying potassium channel KCNH2 (Homo sapiens), Q12809. AID 720551, 2013. U2OS, BacMam KCNH2, thallium flux FluxOr; active compounds read low. hit rate 0.37% among 340,000. activity change, % at 1.84 µM;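 active = maximum activity change below -70%; inconclusive = maximum activity change between -70% and -50%; inactive = maximum activity change above -50%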; note: % is set by controls: 0 for no effect and ±100 for the full control effect
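U2OS cells transduced with wild-type KCNH2 virus are loaded with FluxOr dye for 45 min, and thallium flux is measured in kinetic reads before and after stimulation buffer. Rate constants are normalized to DMSO controls.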
MBNL1 CUG block – qHTS Assay for Inhibitors of MBNL1-poly(CUG) RNA binding. Potency, µM (highest dose often 57.5 µM), inactives show at the highest dose activity change, negative = inhibition, most hits filed as inhibitors. TR-FRET MBNL1-His/biotin-(CUG)12 binding, 665/545 ratio. AID 2675, 2010. hit rate 0.036% among 280,000; active = well fitted inhibition curve with a large enough effect in the signal ratio, with a control signal flat, not every such curve was filed as active; inconclusive = small, poorly fitted or top-dose-only effect, or effect the other way, or a change in a side signal; inactive = no such curve, though single readings can be large or run the other way; the % refers to the signal ratio; note: potency is the fitted concentration of half-maximal effect; % is set by controls: 0 for no effect and ±100 for the full control effect
Target sequence (Q9NR56 whole entry, looked up): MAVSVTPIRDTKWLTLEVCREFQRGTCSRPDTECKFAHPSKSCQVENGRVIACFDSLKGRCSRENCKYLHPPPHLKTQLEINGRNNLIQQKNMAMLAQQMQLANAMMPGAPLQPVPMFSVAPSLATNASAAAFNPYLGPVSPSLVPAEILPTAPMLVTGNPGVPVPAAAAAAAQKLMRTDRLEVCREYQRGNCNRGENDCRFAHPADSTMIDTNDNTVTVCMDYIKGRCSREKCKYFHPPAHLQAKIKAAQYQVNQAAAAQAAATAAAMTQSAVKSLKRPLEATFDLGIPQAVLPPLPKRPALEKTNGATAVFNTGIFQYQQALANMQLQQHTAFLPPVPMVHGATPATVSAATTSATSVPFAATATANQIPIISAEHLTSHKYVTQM
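His-tagged MBNL1 binding to biotinylated (CUG)12 RNA was measured by TR-FRET using terbium anti-His antibody (0.055 ng/ul final) and streptavidin-XL665 (5 nM final). Compounds were titrated 92 nM to 58 uM; 60 min at room temperature.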
GALK inhibitor – qHTS Assay for Inhibitors of Human Galactokinase (GALK). P51570. Purified GALK, Kinase-Glo residual ATP luminescence. Potency, µM (titrated, usually from 57.5 µM), inactives show top-dose activity change, negative = inhibition, most hits filed as inhibitors. hit rate 0.007% among 270,000; note: potency is the fitted concentration of half-maximal effect; % is set by controls: 0 for no effect and ±100 for the full control effect
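The enzyme phosphorylates galactose (100 uM) using ATP (35 uM); inhibition is detected as higher residual ATP, quantified by bioluminescence after 1 h reaction at room temperature, pH 8.0.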
TSHR antag – Antagonists of the Thyroid Stimulating Hormone Receptor: HTS campaign. TSHR-expressing cells, TSH-stimulated cAMP HTRF, 2 h; active compounds read low. activity change, negative = inhibition, % at 11.5 µM. hit rate 0.2% among 330,000. AID 504810, 2011;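 active = activity change below a set negative limit, meaning inhibition stronger than a set level, cut at about -70% in these data; inconclusive = activity change between two set negative limits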; note: % is set by controls: 0 for no effect and ±100 for the full control effect
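Read-out is FRET at 665 nm (cryptate excitation 337 nm) from a cryptate-tagged anti-cAMP antibody, competed by cell cAMP against cAMP-d2. Compounds are tested on freshly harvested TSHR cells challenged with 4nM TSH (EC80) for 2 hours at 37 deg C.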
S-ASM inh – Inhibitors of Secretory Acid Sphingomyelinase (S-ASM): qHTS; placental ASM, HMU-PC fluorogenic substrate, 60 min; Potency, µM (series often up to 57.5 µM), inactives show at the top dose activity change, negative = inhibition, hits mostly inhibitors; hit rate 0.006% among 340,000; note: potency is the fitted concentration of half-maximal effect
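HMU-PC0 cleavage (9 uM final) by human placental ASM, 60 min at 37 °C following 10 min compound exposure at RT; stopped at pH 10, fluorescence Ex 386/Em 447 nm.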
BCR signal inh – qHTS Assay to Find Inhibitors of Chronic Active B-Cell Receptor Signaling. ABC-DLBCL IkBa-CBG/CBR reporter, luminescence ratio, 4 h. hit rate 0.05% among 340,000. Potency, µM (series often up to 46.1 µM), without a hit: at the top dose ratio change, negative = lower green/red ratio, usual class: inhibitors. AID 493014, 2011; active = well fitted inhibition curve with a large enough effect in the signal ratio, with a control signal flat, not every such curve was filed as active; inconclusive = small, poorly fitted or top-dose-only effect, or effect the other way, or a change in a side signal; the % refers to the signal ratio;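 note: potency is the fitted concentration of half-maximal effect; plate controls were basal doxycycline-induced cells for no effect and cells given 10 µM MG132 for full effect; MG132 reads +100%, hits lower the ratio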
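TMD8 ABC-DLBCL cells carrying doxycycline-inducible green luciferase fused to IkappaBalpha plus unfused red luciferase were exposed to compounds (up to 46 uM) for 4 hrs at 37C. Activity came from the overlap-corrected green/red luminescence ratio.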
PKM2 act – qHTS Assay for Activators of Human Muscle isoform 2 Pyruvate Kinase | AID 1631, 2009 | Potency, µM (titrated, usually from 57.5 µM), inactives show at the highest dose activation, usual class: activators | purified PKM2, Kinase-Glo ATP luminescence, activation; response scale: 0% is enzyme alone, no compound | Pyruvate kinase PKM (Homo sapiens), P14618 | hit rate 0.34% among 260,000; note: potency is the fitted concentration of half-maximal effect; % is set by controls: 0 for no effect and ±100 for the full control effect; nearly all actives have a fitted effect of over 55% in size
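ATP formation by purified human PK-M2, quantified via coupled luciferase luminescence after 1 h at room temperature with 0.1 mM ADP and 0.5 mM PEP final.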
Menin MLL FP TR – qHTS Assay for Inhibitors Targeting the Menin-MLL Interaction in MLL Related Leukemias: Competition With Texas Red Labeled MLL-derived Mutant Peptide; Menin + Texas Red MLL mutant peptide, fluorescence polarization; Potency, µM (doses to about 61.6 µM), for inactives: at the highest dose FP activity change, negative = inhibition, most hits filed as inhibitors; hit rate 0.23% among 270,000; AID 1768, 2009; active = well fitted inhibition curve with a large enough effect in the polarisation, with a control signal flat, not every such curve was filed as active; inconclusive = small, poorly fitted or top-dose-only effect, or effect the other way, or a change in a side signal; inactive = no such curve, though single readings can be large or run the other way; the % refers to the polarisation; note: potency is the fitted concentration of half-maximal effect; % of control where 0% means no effect; many of its hits are not listed in these tables
USP2a inh – qHTS Assay for Inhibitors of Ubiquitin-specific Protease USP2a Using CHOP2 as the Reporter | Ubiquitin carboxyl-terminal hydrolase 2 (Homo sapiens), O75604 | USP2 core, Ub-CHOP2 coupled fluorogenic reporter, 485/531 | Potency, µM (titrated, usually from 38.3 µM), for inactives: at the highest dose activity change, negative = inhibition, most hits filed as inhibitors | hit rate 0.01% among 330,000 | AID 463254, 2010;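 note: potency is the fitted concentration of half-maximal effect; plate controls were DMSO wells for no effect and full inhibition by NEM control for full effect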
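USP2 core (10nM final) preincubated 30min RT with compound in 20mM Tris-HCl pH 8.0, 2mM CaCl2, 2mM beta-mercaptoethanol, 0.05% CHAPS; 25nM Ub-CHOP2 plus 25nM reporter substrate added, fluorescence (Ex485/Em531) read after 60min.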
Active calls of the source: *; ? = inconclusive; nt = no result given; [ ] = dose if it differs, or a comment. Unless noted, calls come from the whole dose curve; as a rule, active = well fitted curve in the direction sought with a large enough effect; inconclusive = small, poorly fitted or top-dose-only effect, or another doubt; inactive = no such curve, though single readings can be large; an effect the other way counts as inactive or inconclusive. Only part of the results is shown. The share of hits here may be higher or lower than overall.

structure,Mito fusion yeast,Eya2 inh,KCNH2 WT inh,MBNL1 CUG block,GALK inhibitor,TSHR antag,S-ASM inh,BCR signal inh,PKM2 act,Menin MLL FP TR,USP2a inh
COc1ccccc1N1CCN(C2CCCCC2NS(=O)(=O)c2ccc(Cl)cc2)CC1 (stereo unspecified),-26%,-4%,4,2%,8%,-32,-1%,?,1%,-3%,-10%
CCOc1ccc(N2CC(C(=O)Nc3nnc(SCCOC)s3)CC2=O)cc1 (stereo unspecified),-2%,-14%,2,-7%,12%,0,-2%,1%,nt,1%,2%
CCc1nnc(NC(=O)C2Cc3ccccc3CN2S(=O)(=O)c2ccc(C)cc2)s1 (stereo unspecified),11%,-1%,4,-2%,-3%,12,3%,?,2%,-3%,-3%
O=C(COc1ccc2c3c(c(=O)oc2c1)CCCC3)NCCCN1CCCC1=O,-1%,-2%,1,1%,-4%,6,1%,2%,nt,nt,3%
CCCCN(C)C(=O)c1oc2ccc(S(=O)(=O)N3CCCCCC3)cc2c1C,-8%,-18%,29,7%,-6%,-14,-4%,-16%,-1%,?,-1%
CCc1cc(CNC(=O)CCc2nnc(CCCc3ccccc3)o2)on1,1%,-2%,-2,-2%,0%,-6,1%,-1%,4%,-4%,-2%
N#Cc1cccnc1Oc1ccccc1,4%,7%,-4,-7%,nt,11,-1%,?,-5%,nt,2%
CC(=O)c1cc2c(cc1NC(=O)Cc1ccsc1)OCO2,5%,0%,10,nt,nt,4,100%[activator],-7%,nt,nt,0%
c1csc(-c2cc(N3CCCCC3)c3ccccc3n2)c1,-2%,-1%,-23,6%,4%,11,-3%,12%,nt,37%[activator],2%
O=C(Cc1ccc(Cl)cc1Cl)Nc1ccncc1Cl,-2%,0%,-6,-6%,5%,-24,-2%,3%,-3%,nt,2%
N#C/C(=C\c1ccc(-c2ccc([N+](=O)[O-])cc2Br)o1)C(=O)N1CCN(c2ccccc2)CC1,1%,-8%,0,?,4%,-5,-10%,-10%,-4%,?,1%
COCCn1nnnc1CN1CCN(c2cccc(C(F)(F)F)c2)CC1,2%,2%,3,6%,5%,-3,2%,3%,4%,5%,3%
COc1ccc(OC)c(S(=O)(=O)N2CCN(CC(O)CN3CCOCC3)CC2)c1 (stereo unspecified),-6%,-8%,1,nt,nt,25,2%,6%,nt,nt,0%
COc1ccc(N=C2S/C(=C\c3ccco3)C(=O)N2CC(C)C)cc1,-1%,-8%,-10,1%,-1%,6,-12%,3%,9%,?,-8%
C/C(=N\NC(=O)c1cccnc1)c1ccc(-n2ccnc2)cc1,7%,9%,-12,nt,2%,-4,4%,-21%,-6%,0%,1%
COc1ccc(C(C)=NNc2ccc([N+](=O)[O-])cc2S(=O)(=O)Nc2ccccc2C(=O)O)c(OC)c1,nt,9%,1,nt,nt,-25,-8%,?,nt,nt,-3%
COc1ccc(NC(=O)CSc2nnnn2C2CC2)cc1S(=O)(=O)N1CCOCC1,-3%,4%,-1,nt,nt,19,-2%,?,nt,nt,1%
CC/C(O)=C(\C#N)c1nnc2n1CCCCC2,-3%,11%,4,-7%,0%,10,4%,-2%,3%,-18%,-1%
O=C(CSc1cc(Cl)ccc1Cl)NC1CC1,4%,31%,-3,nt,nt,0,3%,0%,nt,nt,-2%
O=C(O)c1ccc(N=NN2CCCCCC2)cc1,8%,-2%,-3,nt,1%,0,9%,?,-8%,6%,1%
CC(NC(=O)C12CC3CC(C)(CC(C)(C3)C1)C2)c1ccncc1 (stereo unspecified),5%,-11%,4,-1%,-3%,37,-6%,-1%,0%,0%,-2%
Nc1c(N(CCO)C(=O)C2CCCC2)c(=O)[nH]c(=O)n1Cc1ccccc1,nt,-27%,-13,nt,nt,-13,6%,1%,nt,nt,2%
CC(C)CN(C(=O)CCc1ccccc1)c1c(N)n(CC(C)C)c(=O)[nH]c1=O,-5%,2%,4,10%,0%,5,5%,-3%,-12%,-1%,2%
CCCC(NC(=O)c1c(C)noc1C)C12CC3CC(CC(C3)C1)C2 (stereo unspecified),-1%,-4%,-31,-1%,0%,1,6%,8%,-4%,?,2%
O=C(Nc1ccccc1)c1ccc(NCC2CCCO2)c(S(=O)(=O)N2CCOCC2)c1 (stereo unspecified),0%,3%,-12,?,-8%,18,-9%,-2%,-18%,12%,-5%
CCOc1ccccc1NC(=O)COC(=O)CCOc1cc(C)ccc1C,-7%,-3%,0,nt,nt,4,-4%,7%,nt,nt,2%
Cc1ccc(NC(=O)CCC(=O)NNC(=O)/C=C/C(=O)O)c(C)c1,2%,-6%,1,3%,nt,1,5%,-1%,-2%,4%,1%
CC(=O)c1ccc(S(=O)(=O)Oc2ccc(C(=O)O)cc2Cl)cc1,nt,10%,-4,nt,nt,-11,10%,?,nt,nt,-1%
CCOC(=O)C1CCN(CC(C)(C)NS(=O)(=O)c2ccc(C)cc2)CC1,3.5µM*,-12%,42,0%,13%,9,-1%,-12%,4%,?,-12%
Cn1ncc2c1ncn1nc(COc3ccc4ccccc4c3)nc21,-5%,-2%,-2,-17%,-1%,29,1%,2%,-16%,7%,-10%
COc1ccc(CNC(=O)C[C@H]2C[C@H](C(=O)N3CCCCC3)[C@@]3(C)c4[nH]c5cc(-c6ccco6)ccc5c4CCN3C2=O)cc1OC,nt,-2%,0,nt,nt,-3,1%,-9%,nt,nt,-10%
COc1ccc(C2C3=C(CC(C)(C)CC3=O)Oc3ncn(CCO)c(=N)c32)cc1OC (stereo unspecified),-2%,11%,27,-6%,1%,-3,5%,-7%,5%,3%,5%

Reformatted: results already given.
Values in the order – Mito fusion yeast	Eya2 inh	KCNH2 WT inh	MBNL1 CUG block	GALK inhibitor	TSHR antag	S-ASM inh	BCR signal inh	PKM2 act	Menin MLL FP TR	USP2a inh
- CCCCN(C)C(=O)c1oc2ccc(S(=O)(=O)N3CCCCCC3)cc2c1C
  -8%	-18%	29	7%	-6%	-14	-4%	-16%	-1%	?	-1%
- CCc1cc(CNC(=O)CCc2nnc(CCCc3ccccc3)o2)on1
  1%	-2%	-2	-2%	0%	-6	1%	-1%	4%	-4%	-2%
- N#Cc1cccnc1Oc1ccccc1
  4%	7%	-4	-7%	nt	11	-1%	?	-5%	nt	2%

Source: PubChem (National Center for Advancing Translational Sciences (NCATS))
